# PTPN22 inh 2 – inhibitors of human LYP (PTPN22) phosphatase. Q9Y2R2. recombinant LYP catalytic domain, DiFMUP fluorescence. inhibition, % at 2 µM. hit rate 0.21% among 96,000;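 active = inhibition at 2 µM at or above a set limit, the screen mean plus 3 SD, cut at about 24% in these data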;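 also: 0% = DMSO with enzyme and 100% = enzyme fully blocked by orthovanadate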
# TNFa cytotox – toxic to HUVEC cells under TNF alpha stimulation | HUVEC TNFalpha-stimulated, Hoechst cell count, imaging | cell count reduction, % at 2 µM | hit rate 0.17% among 93,000 | AID 848;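 active = cell count reduction exceeding the screen mean by over 5 SD, scaled to untreated wells per plate, cut at about 78% in these data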;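 also: cells counted after 24 h of TNF alpha exposure following the 1 h pretreatment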
# cytoskel mod – cytoskeleton assembly modification; HUVEC TNFa F-actin phalloidin imaging, high content; inhibition, % at 2 µM; hit rate 0.18% among 91,000; AID 836;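 active = inhibition above the batch mean plus 3 SD and confirmed as a hit by visual image inspection, cut at about 30% in these data, passing the limit was not always enough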; also: strong numbers were not always called active
# ERa SRC1 inh – ER-alpha (human) coactivator binding inhibition; hit rate 1.7% among 86,000; P03372; TR-FRET ER-alpha LBD / SRC-1 peptide, estradiol-bound; inhibition, % at 25.6 µM; in the data active = inhibition above about 50%;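 also: 0% = receptor plus peptide control and 100% = peptide only without receptor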
# Pyk2 oligo antag – Pyk2 (human) oligomerization antagonism; Q14289; Q293 cells, Pyk2 FERM NanoBiT luminescence; hits give low values; z-score (the deposit names both 25 µM and 10 µM); hit rate 0.83% among 99,000;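 active = Z-score of -3 or lower, scaled per plate to the spread of control and sample wells; inactive = z-score above -3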;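 also: negative z-score means lost luminescence so less FERM oligomerization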
# Target sequence (Q14289 whole entry, looked up): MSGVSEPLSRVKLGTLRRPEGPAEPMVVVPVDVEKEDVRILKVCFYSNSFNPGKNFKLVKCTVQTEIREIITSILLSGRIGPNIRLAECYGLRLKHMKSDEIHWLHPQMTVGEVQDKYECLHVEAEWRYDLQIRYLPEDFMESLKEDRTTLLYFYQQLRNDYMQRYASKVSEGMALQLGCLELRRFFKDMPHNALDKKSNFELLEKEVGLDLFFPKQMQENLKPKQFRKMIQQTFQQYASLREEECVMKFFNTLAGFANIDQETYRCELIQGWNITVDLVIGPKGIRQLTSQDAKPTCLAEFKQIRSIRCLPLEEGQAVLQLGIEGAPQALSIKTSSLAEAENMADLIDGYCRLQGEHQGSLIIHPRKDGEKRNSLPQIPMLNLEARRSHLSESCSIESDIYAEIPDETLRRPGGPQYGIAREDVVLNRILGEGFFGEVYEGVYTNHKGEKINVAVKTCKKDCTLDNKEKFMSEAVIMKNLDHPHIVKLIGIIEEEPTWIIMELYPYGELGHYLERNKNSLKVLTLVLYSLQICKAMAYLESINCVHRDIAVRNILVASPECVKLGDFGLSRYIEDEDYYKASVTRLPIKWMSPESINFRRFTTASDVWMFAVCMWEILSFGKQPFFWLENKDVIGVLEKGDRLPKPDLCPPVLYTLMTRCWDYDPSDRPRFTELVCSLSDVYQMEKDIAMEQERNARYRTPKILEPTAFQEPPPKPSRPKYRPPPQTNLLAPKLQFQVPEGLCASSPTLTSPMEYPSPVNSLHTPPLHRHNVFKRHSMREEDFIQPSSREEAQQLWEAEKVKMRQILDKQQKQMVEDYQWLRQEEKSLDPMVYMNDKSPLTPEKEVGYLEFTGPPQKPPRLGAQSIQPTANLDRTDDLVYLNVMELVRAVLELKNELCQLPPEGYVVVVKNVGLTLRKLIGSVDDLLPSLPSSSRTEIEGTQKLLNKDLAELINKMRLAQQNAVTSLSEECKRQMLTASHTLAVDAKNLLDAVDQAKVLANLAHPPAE
# HUVEC tox IL1B – toxic to HUVEC cells under IL-1B stimulation; hit rate 0.41% among 94,000; cell count reduction, % at 2 µM; HUVEC cell count loss, Hoechst imaging, IL-1B stimulated;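 active = cell count reduction more than 3 SD above the screen-wide mean, cut at about 70% in these data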;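 also: normalized per plate to untreated control cells as the no-loss baseline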
# FAK blocker – FAK (human) kinase inhibition; biochemical FAK kinase activity assay; inhibition, %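 (tested at 7 µM)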; hit rate 0.84% among 97,000; Q05397; AID 727; in the data active = inhibition above about 19%;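 also: 0% = DMSO and 100% = reference compound high control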
# VCAM1 TNFa inh – reduces TNF alpha induced VCAM1 expression in HUVEC; HUVEC TNFa-induced VCAM-1 immunofluorescence, high-content imaging; inhibition, % at 2 µM; hit rate 0.48% among 95,000; AID 802;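 active = inhibition above the batch mean plus 3 SD, with images confirmed as a hit by eye, cut at about 37% in these data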;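 also: 0% = TNF-stimulated DMSO wells and 100% = unstimulated control wells; not every result past the cut was called active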
# LYP act – LYP (human) phosphatase activation. AID 697. Q9Y2R2. recombinant LYP, DiFMUP fluorescence; 0 = plate median, 100 = signal doubled. hit rate 0.11% among 96,000. activation, % at 2 µM;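 active = activation at 2 µM above a set limit, the mean plus 5 SD, cut at about 37% in these data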
# The depositor's hits bear a star; x = no result given; [ ] = another dose, or the depositor's remark. Random draw from the library; about 3.8% have a hit in one of these screens.
# Field names: A = PTPN22 inh 2; B = TNFa cytotox; C = cytoskel mod; D = ERa SRC1 inh; E = Pyk2 oligo antag; F = HUVEC tox IL1B; G = FAK blocker; H = VCAM1 TNFa inh; I = LYP act
O=C(CSc1nnnn1-c1cccc2ccccc12)N1CCOCC1
  A: -2.8	B: -6.3	C: -14.1	D: -7.0	E: 0	F: -55.7	G: 0.8	H: 13.3	I: -2.8

CC1CCCCN1Cc1c(C#N)c2ccccc2n1C (configuration not stated)
  A: 1.8	B: -10.4	C: -14.2	D: -2.3	E: -0.31	F: -35.2	G: 4.5	H: -2.3	I: -1.2

O=S(=O)(/C=C/c1ccccc1)N1CCN(c2cccc(Cl)c2)CC1
  A: 2.0	B: -5.5	C: -5.6	D: 3.4	E: -1.25	F: 7.2	G: -1.0	H: -11.8	I: -0.1

Cc1ccc(CNC(=O)c2sccc2-n2cccc2)cc1
  A: 5.6	B: -13.2	C: x	D: -0.9	E: 0.42	F: -7.9	G: 8.9	H: 1.8	I: -5.9

CCCC1C(=O)N(c2ccccc2)C1c1ccccc1 (configuration not stated)
  A: 1.9	B: -6.3	C: 2.9	D: x	E: -0.05	F: x	G: -3.5	H: 15.3	I: 3.6

Cc1cc(N2C(=O)C(O)=C(C(=O)c3ccco3)C2c2cccnc2)no1 (configuration not stated)
  A: -6.0	B: 32.9	C: 10.7	D: -6.0	E: x	F: -12.3	G: 1.4	H: 19.7	I: 6.6

CCc1ccc(NS(=O)(=O)c2ccc3[nH]cc(C(=O)N(C)Cc4ccco4)c(=O)c3c2)cc1
  A: 7.8	B: -15.5	C: 8.6	D: x	E: -0.99	F: -20.8	G: -2.7	H: 1.8	I: -9.7

COCCNC(=O)Cn1c(=O)n(Cc2ccco2)c(=O)c2ccccc21
  A: 10.6	B: 10.0	C: 6.9	D: -0.8	E: -0.33	F: -4.7	G: -1.1	H: 14.9	I: -8.0

COc1ccc(-c2nnc(SCC(=O)c3ccc[nH]3)o2)cc1
  A: -3.3	B: -2.2	C: -7.4	D: x	E: 1.82	F: -12.1	G: 2.4	H: 4.6	I: 1.6

COC(=O)c1cc(OC)c(OC)cc1NC(=O)c1oc2ccccc2c1C
  A: -6.8	B: -28.4	C: 32.2*	D: -2.8	E: x	F: 11.4	G: -2.5	H: 2.7	I: 3.7

CS(=O)(=O)N(CC(=O)N/N=C/c1cc([N+](=O)[O-])ccc1Cl)c1ccccc1
  A: -8.9	B: -8.1	C: 1.2	D: x	E: -0.13	F: 3.5	G: 0.4	H: -1.6	I: 5.7

O=S(=O)(NCc1ccc2c(c1)OCO2)c1ccc2oc3ccccc3c2c1
  A: 2.3	B: 1.4	C: -9.4	D: 3.0	E: -0.98	F: 1.0	G: -0.9	H: 13.9	I: -1.7

O=C(Sc1nnc(-c2ccccc2)o1)N1c2ccccc2Sc2ccccc21
  A: 11.9	B: -3.1	C: -12.8	D: -9.2	E: 0.74	F: -14.3	G: -4.1	H: -22.9	I: -11.7

CCOC(=O)c1cnc2c(C(=O)OC)cccc2c1NCc1ccco1
  A: -3.7	B: -1.5	C: -9.6	D: -30.4[fluorescence artefact?]	E: 0.09	F: 7.4	G: 4.9	H: 46.0	I: 5.4

CN(C)[C@H]1N(C(=O)c2ccc(Br)cc2)N=C2c3ccccc3S(=O)(=O)N21
  A: -7.0	B: -2.7	C: x	D: -4.6	E: -2.04	F: 5.1	G: -1.3	H: 7.1	I: 8.6

Cn1c(Cl)c(/C=N/OC(=O)c2cccc(Cl)c2)c2ccccc21
  A: -1.7	B: -13.1	C: 32.2	D: x	E: 0.59	F: -12.9	G: -4.4	H: -6.9	I: 2.3

COc1ccccc1NC(=S)N1CCN(C(=O)c2ccco2)CC1
  A: -5.7	B: -2.8	C: 0.1	D: x	E: 0.68	F: 14.7	G: 6.5	H: -5.0	I: 5.3

O=C(C1CC(=O)N(C2CCCC2)C1)N1CCN(c2ccccc2F)CC1 (configuration not stated)
  A: -6.0	B: -38.5	C: -2.4	D: 0.1	E: x	F: 10.4	G: -0.5	H: 7.0	I: 2.6

CCOC(=O)C(C)Sc1nnc(Cc2cc(=O)[nH]c(=O)[nH]2)n1-c1ccc(Cl)cc1 (configuration not stated)
  A: 1.8	B: 20.2	C: 5.8	D: 11.6	E: x	F: 4.7	G: 1.1	H: 9.4	I: -2.9

CCOc1ccc(NC(=O)CSc2nnc(CCNC(=O)c3ccc(OC)cc3)n2C)cc1
  A: -2.1	B: -6.9	C: -10.7	D: 8.4[fluorescence artefact?]	E: 0.92	F: 1.1	G: -2.2	H: 12.4	I: 1.7

COc1ccc(CCNC(=O)c2cc(-c3ccccc3OC)on2)cc1OC
  A: -4.1	B: -26.1	C: -36.9	D: 26.1[fluorescence artefact?]	E: -0.01	F: -26.8	G: -3.3	H: 13.2	I: 1.9

Cc1ccccc1NC(=O)c1cc(S(=O)(=O)c2ccccc2)ccc1Cl
  A: -16.1	B: -26.0	C: 14.6	D: x	E: 0.21	F: 2.9	G: -0.3	H: -7.1	I: 12.7

CS(=O)(=O)c1ccc2nc(N)sc2c1
  A: 8.1	B: -19.2	C: 36.4	D: x	E: 0.8	F: -3.6	G: 2.8	H: -1.7	I: -10.0

CC1CCCCN1CCn1c(=S)[nH]c2ncccc2c1=O (configuration not stated)
  A: -2.7	B: -14.0	C: -15.2	D: 1.9	E: 0.25	F: -7.1	G: 0.4	H: 8.4	I: 2.1

CC(C)Cc1nnc(NC(=O)c2ccncc2)s1
  A: 3.7	B: -23.0	C: -2.7	D: -1.6	E: 0.16	F: -46.8	G: -4.7	H: 4.5	I: -4.9

# Compound profiles, from the list above.
# Listed for CC(C)Cc1nnc(NC(=O)c2ccncc2)s1 → PTPN22 inh 2 = 3.7; TNFa cytotox = -23.0; cytoskel mod = -2.7; ERa SRC1 inh = -1.6; Pyk2 oligo antag = 0.16; HUVEC tox IL1B = -46.8; FAK blocker = -4.7; VCAM1 TNFa inh = 4.5; LYP act = -4.9
# Listed for CN(C)[C@H]1N(C(=O)c2ccc(Br)cc2)N=C2c3ccccc3S(=O)(=O)N21 → PTPN22 inh 2 = -7.0; TNFa cytotox = -2.7; cytoskel mod = x; ERa SRC1 inh = -4.6; Pyk2 oligo antag = -2.04; HUVEC tox IL1B = 5.1; FAK blocker = -1.3; VCAM1 TNFa inh = 7.1; LYP act = 8.6

# (next part)
# Field names: A = PTPN22 inh 2; B = TNFa cytotox; C = cytoskel mod; D = ERa SRC1 inh; E = Pyk2 oligo antag; F = HUVEC tox IL1B; G = FAK blocker; H = VCAM1 TNFa inh; I = LYP act
O=C(O)C1CCN1C1CCCCC1 (configuration not stated)
  A: 4.9	B: -39.0	C: -0.9	D: -0.8	E: 0.62	F: -27.0	G: -2.9	H: -44.9	I: -6.8

CCn1c2ccccc2c2cc(/C=N/n3cnnc3)ccc21
  A: -0.4	B: -20.7	C: 10.2	D: -3.4[fluorescence artefact?]	E: -1.58	F: -0.5	G: 1.1	H: 20.3	I: -2.6

CC(CN1CCN(c2ccccc2)CC1)c1ccccc1 (configuration not stated)
  A: -2.6	B: -20.1	C: -15.8	D: x	E: -0.12	F: 10.6	G: -0.1	H: 8.3	I: 5.6

C/C(CC(=O)Nc1ccccc1C)=N\NC(=O)Cc1csc(N)n1
  A: 5.1	B: -5.2	C: 16.3	D: x	E: -0.28	F: -17.5	G: -0.2	H: 4.3	I: -7.0

COc1cnn(-c2ccccc2)c(=O)c1N(C)C
  A: 4.3	B: -11.2	C: -3.8	D: -12.3	E: 0.72	F: -18.3	G: -0.8	H: 7.4	I: -2.7

CN(C)c1nc(NS(=O)(=O)c2ccc(Cl)cc2)nc(N(C)C)n1
  A: -3.4	B: -25.6	C: 12.2	D: -8.4	E: 0.51	F: -44.1	G: -3.3	H: 14.4	I: 0.6

CCS(=O)(=O)c1ccc(NC(=O)c2ccccc2Cl)c(O)c1
  A: -0.8	B: -15.5	C: 9.6	D: 26.5[fluorescence artefact?]	E: 0.35	F: -5.8	G: 5.8	H: 3.5	I: 3.3

Cc1ccc(C(=O)Nc2ccc(O)c(C(=O)O)c2)o1
  A: 6.2	B: -2.9	C: -34.0	D: 24.8	E: 0.16	F: -35.8	G: -0.1	H: 5.4	I: -6.9

CC1CN(c2nc3c(c(=O)n(Cc4ccc(Cl)c(Cl)c4)c(=O)n3C)n2C)CC(C)O1 (configuration not stated)
  A: -0.1	B: 3.5	C: -18.7	D: -7.6	E: -0.52	F: -43.3	G: 2.8	H: -12.6	I: 1.4

Cc1ccc(C(=O)NC(C)(COc2nonc2C)COc2nonc2C)cc1
  A: 0.6	B: -12.0	C: 0.4	D: 16.8	E: 0.41	F: 6.5	G: -1.4	H: 8.8	I: 1.1

Cc1ccc(Nc2nc(N)nc(CN3CCCCCC3)n2)c(C)c1
  A: 0.2	B: -35.4	C: 0.0	D: -0.7	E: -0.66	F: -18.5	G: -0.7	H: 18.9	I: -4.3

COc1ccc(N2C(=O)CC(NCc3ccncc3)C2=O)cc1 (configuration not stated)
  A: 6.5	B: x	C: x	D: -9.2	E: 0.69	F: -8.6	G: 1.0	H: x	I: -2.6

CCOc1ccccc1OCCOc1cccc(C(F)(F)F)c1
  A: 10.5	B: -3.9	C: 8.7	D: x	E: -0.22	F: -5.3	G: 2.9	H: 4.6	I: -8.1

CCN(C(=O)Cn1c(=O)oc2ccccc21)C1CCS(=O)(=O)C1 (configuration not stated)
  A: -2.2	B: -1.8	C: 17.6	D: -5.9	E: 0.11	F: 4.6	G: -2.3	H: -3.0	I: 4.4

O=C(O)C1C2C=CC(O2)C1C(=O)Nc1ccccc1C(F)(F)F (configuration not stated)
  A: 12.3	B: -11.4	C: 9.1	D: -0.6	E: -1.25	F: 5.8	G: -2.3	H: -8.2	I: -13.5

CC1CC2(CCCCC2)Nc2c1ccc1ccccc21 (configuration not stated)
  A: -0.6	B: 6.3	C: -2.9	D: -13.7[fluorescence artefact?]	E: -0.55	F: 30.6	G: 0.3	H: 0.4	I: 0.2

CC1(C)CC(=O)C=C(NCc2cccs2)C1
  A: -4.1	B: -0.9	C: -28.5	D: -0.7	E: 0.34	F: -2.4	G: -0.2	H: -3.5	I: 3.4

Clc1cccc(-c2ccc(/C=N/n3cnnc3)o2)c1Cl
  A: 8.6	B: 30.6	C: -23.7	D: 50.7*[fluorescence artefact?]	E: -0.32	F: -17.3	G: 0.4	H: 18.1	I: -8.2

COc1ccc(-c2noc(CCC(=O)NC3CCN(Cc4ccccc4)CC3)n2)cc1
  A: 0.9	B: -0.8	C: x	D: 15.2	E: 1.47	F: -6.9	G: -0.8	H: -6.0	I: -0.3

O=C(NCC1CCCO1)c1c(O)c2ccccc2[nH]c1=O (configuration not stated)
  A: -5.5	B: -28.7	C: -19.2	D: 7.8[fluorescence artefact?]	E: -0.34	F: -132.8	G: 5.5	H: -2.8	I: 5.1

Cc1ccc(S(=O)(=O)N2CCN(C(=O)c3cccc(F)c3)CC2)cc1
  A: 7.9	B: 7.3	C: -17.7	D: -3.9[fluorescence artefact?]	E: -0.24	F: 12.7	G: -1.8	H: -3.1	I: -9.1

CC1CCCCC1NC(=O)CSc1nnc(N)s1 (configuration not stated)
  A: -3.5	B: -9.6	C: 7.3	D: 0.4	E: 0.13	F: -28.1	G: -0.7	H: -4.8	I: -2.1

Cn1c(SCC(=O)N2CCOCC2)nnc1-c1ccccc1
  A: -8.9	B: -11.9	C: -6.6	D: -0.3[fluorescence artefact?]	E: -0.04	F: -3.4	G: -0.9	H: 37.2	I: 3.5

# Entries above with a CF3 group (two):
# Field names: A = PTPN22 inh 2; B = TNFa cytotox; C = cytoskel mod; D = ERa SRC1 inh; E = Pyk2 oligo antag; F = HUVEC tox IL1B; G = FAK blocker; H = VCAM1 TNFa inh; I = LYP act
CCOc1ccccc1OCCOc1cccc(C(F)(F)F)c1
  A: 10.5	B: -3.9	C: 8.7	D: x	E: -0.22	F: -5.3	G: 2.9	H: 4.6	I: -8.1

O=C(O)C1C2C=CC(O2)C1C(=O)Nc1ccccc1C(F)(F)F (configuration not stated)
  A: 12.3	B: -11.4	C: 9.1	D: -0.6	E: -1.25	F: 5.8	G: -2.3	H: -8.2	I: -13.5

# Compound activity: PubChem BioAssay, several laboratories
